Screens: PubChem BioAssay, National Center for Advancing Translational Sciences (NCATS)
D3 ag = activates the human D3 dopamine receptor; max activation, %; D3R DiscoveRx beta-arrestin cells, luminescence, 90 min; 410,000 compounds, 0.58% hits; P35462; AID 652048; in the data active = max activation above about 30%; note: 0% is about no effect; mostly tested at two doses, the higher about 12 µM
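Agonist mode: compounds and dopamine controls were applied to plated cells for 90 min at 37 degrees C after an overnight attachment at 1500 cells/well. Luminescent read-out followed 30 - 60 minutes at room temperature with DiscoveRx detection reagent.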
D3 antag = blocks the human D3 dopamine receptor; max response, negative = inhibition, %; AID 652054; 360,000 compounds, 2.5% hits; D3R cells, DiscoveRx beta-arrestin luminescence, antagonist mode; hits give low values; in the data active = max response below about -50%; inconclusive = no clear call, values can overlap the other calls; note: % is set by controls: 0 for no effect and ±100 for the full control effect; mostly tested at two doses, the higher about 12 µM
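Cells expressing the human receptor were seeded at 1500 cells/well, incubated overnight at 37 degrees C in 5% CO2, then exposed to library compounds with dopamine controls for 90 minutes at 37 degrees C before luminescent detection.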
GLP1R cytotox = cytotoxicity in counter-screen for GLP-1R inverse agonists; HEK293 cAMP-luciferase reporter cells, luminescence, 24 h; Potency, µM (highest dose often 38.3 µM), without a hit: at the top dose activity change, negative = inhibition, most hits filed as inhibitors; 410,000 compounds, 0.13% hits; AID 624418;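 note: loss of luciferase light is scored as toxicity; potency is the fitted concentration of half-maximal effect; % is set by controls: 0 for no effect and ±100 for the full control effect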
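MLSMR compounds, 24 hr on cells at 37 deg C/5% CO2; luminescence after luciferase reagent (12 min RT). Inhibition counted as the undesired cytotoxic outcome.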
IL2 activator = IL-2 activation | IL-2 activation reporter assay, cell-based qHTS; stimulated with anti-CD3/CD4/CD28 beads; in transgenic mouse T cells | activation, % (series mostly up to about 46 µM) | 360,000 compounds, 0.065% hits | AID 652025; in the data active = activation above about 50%; inconclusive = mostly about 30% to 49%; note: 0% is about no effect
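Screening format: compound pinned onto unstimulated transgenic mouse T cells, 60 min incubation, then anti-CD3/anti-CD4/anti-CD28 bead stimulation for 18 hours at 37 degrees C, followed by EGFP and DsRed detection.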
PI5P4K alpha inh = inhibitors of human PI5P4K alpha | max response, % | 330,000 compounds, 1.2% hits | PI5P4Kalpha enzyme, ADP-Glo luminescence, 60 min; hits give low values | AID 652105; active = max response of -50% or lower; inconclusive = between -30% and -50%; inactive = -30% or higher; note: value at the top dose of about 77 µM; % is set by controls: 0 for no effect and ±100 for the full control effect
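Reactions run in 0.038 M HEPES pH 7.4, 0.28 mM EGTA, 0.1% CHAPS and 5% DMSO, with PI5P4Kalpha, substrate, compound and 5 microM ATP final, one hour at room temperature. Readout is ADP-Glo luminescence.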
GLP1R inv ag = acts as inverse agonist at human GLP-1 receptor; P43220; HEK293 GLP-1R CRE-luciferase, luminescence, 24 h; GLP-1R form is constitutively active; Potency, µM (doses to about 38.3 µM), for inactives: at the top dose activity change, negative = inhibition, most hits filed as inhibitors; 410,000 compounds, 1.6% hits; AID 624417; note: potency is the fitted concentration of half-maximal effect; % is set by controls: 0 for no effect and ±100 for the full control effect; nearly all actives have a fitted effect of over 55% in size
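HEK293 cells stably co-expressing constitutively active GLP-1R and a cAMP-responsive luciferase reporter were seeded in DMEM with 10% Nu serum, given compounds after 12 h, and incubated 24 h at 37 deg C. Luminescence was then read.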
GLP1R ag = activates the human GLP-1 receptor; 380,000 compounds, 0.007% hits; P43220; Potency, µM (top dose mostly 45.6 µM), without a hit: at the highest dose activation, actives largely listed as activators; HEK293 GLP-1R CRE-luciferase, luminescence, 4-6 h; cells express a hypersensitive GLP-1R form; note: potency is the fitted concentration of half-maximal effect; % of control where 0% means no effect
WRN helicase inh = WRN helicase (human) inhibition. Q14191. WRN helicase unwinding, fluorescent forked duplex, kinetic. Potency, µM (highest dose often 114 µM), for inactives: top-dose activity change, negative = inhibition, usual class: inhibitors. 360,000 compounds, 0.46% hits. AID 651768; note: potency is the fitted concentration of half-maximal effect; % is set by controls: 0 for no effect and ±100 for the full control effect; nearly all actives have a fitted effect of over 55% in size
Target sequence (Q14191 whole entry, looked up): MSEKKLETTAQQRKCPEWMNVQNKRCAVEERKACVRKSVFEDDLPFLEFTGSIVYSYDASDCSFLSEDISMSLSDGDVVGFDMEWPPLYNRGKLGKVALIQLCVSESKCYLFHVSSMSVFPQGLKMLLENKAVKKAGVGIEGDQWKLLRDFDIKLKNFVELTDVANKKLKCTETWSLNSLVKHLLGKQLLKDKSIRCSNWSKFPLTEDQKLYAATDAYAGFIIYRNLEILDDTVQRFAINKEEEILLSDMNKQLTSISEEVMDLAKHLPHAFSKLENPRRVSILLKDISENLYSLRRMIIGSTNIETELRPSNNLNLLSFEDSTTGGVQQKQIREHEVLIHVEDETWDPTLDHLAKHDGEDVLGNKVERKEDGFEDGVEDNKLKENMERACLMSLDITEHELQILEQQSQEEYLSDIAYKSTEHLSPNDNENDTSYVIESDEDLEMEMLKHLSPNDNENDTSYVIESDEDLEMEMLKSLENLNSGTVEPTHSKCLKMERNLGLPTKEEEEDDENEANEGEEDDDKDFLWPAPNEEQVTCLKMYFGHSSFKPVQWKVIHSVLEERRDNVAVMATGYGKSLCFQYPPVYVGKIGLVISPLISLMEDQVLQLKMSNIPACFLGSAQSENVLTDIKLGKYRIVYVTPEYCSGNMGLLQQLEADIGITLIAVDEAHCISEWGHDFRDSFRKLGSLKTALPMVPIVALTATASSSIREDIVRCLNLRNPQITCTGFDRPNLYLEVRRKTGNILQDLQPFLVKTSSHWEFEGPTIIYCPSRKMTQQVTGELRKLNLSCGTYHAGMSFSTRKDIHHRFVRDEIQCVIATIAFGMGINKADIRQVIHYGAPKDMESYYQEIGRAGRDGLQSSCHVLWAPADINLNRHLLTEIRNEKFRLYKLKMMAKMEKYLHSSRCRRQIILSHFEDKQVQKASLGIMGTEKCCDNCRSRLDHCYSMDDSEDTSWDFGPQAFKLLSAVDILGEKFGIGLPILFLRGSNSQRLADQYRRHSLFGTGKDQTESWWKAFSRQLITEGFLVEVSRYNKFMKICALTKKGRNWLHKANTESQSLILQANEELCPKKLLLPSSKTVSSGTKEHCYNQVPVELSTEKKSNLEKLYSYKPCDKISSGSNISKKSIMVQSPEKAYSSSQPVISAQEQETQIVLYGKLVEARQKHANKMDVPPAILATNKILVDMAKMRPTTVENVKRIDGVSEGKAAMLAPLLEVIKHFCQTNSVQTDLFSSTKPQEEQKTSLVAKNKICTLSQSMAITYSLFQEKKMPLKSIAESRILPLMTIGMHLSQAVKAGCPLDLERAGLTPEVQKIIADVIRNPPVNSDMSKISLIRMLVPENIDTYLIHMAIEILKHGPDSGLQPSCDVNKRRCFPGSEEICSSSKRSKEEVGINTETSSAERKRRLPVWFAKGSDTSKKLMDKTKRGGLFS
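Screening of the MLSMR collection measured strand separation of a quenched forked DNA duplex (100 nM) by 20 nM WRN with 2 mM ATP, all final. Compounds were preincubated with enzyme 15 min at room temperature.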
PLK1 PBD block = blocks phosphopeptide binding to human PLK1 polo-box domain; P53350; Plk1 PBD binding of FITC phosphopeptide, fluorescence polarization; Potency, µM, inactives show max response, negative = inhibition, hits mostly inhibitors; 360,000 compounds, 2.8% hits; note: potency is the fitted concentration of half-maximal effect; series mostly up to about 57 µM; % is set by controls: 0 for no effect and ±100 for the full control effect; nearly all actives have a fitted effect of over 65% in size
Active calls of the source: *; ? = inconclusive; nt = not tested or not shown; & = joins results of further samples; [ ] = another dose, or the depositor's remark. Unless noted, calls come from the whole dose curve; as a rule, active = well fitted curve in the direction sought with a large enough effect; inconclusive = small, poorly fitted or top-dose-only effect, or another doubt; inactive = no such curve, though single readings can be large; an effect the other way counts as inactive or inconclusive.

Abbreviations – A = D3 ag; B = D3 antag; C = GLP1R cytotox; D = IL2 activator; E = PI5P4K alpha inh; F = GLP1R inv ag; G = GLP1R ag; H = WRN helicase inh; I = PLK1 PBD block
O=C(Cn1nc(Cl)nc1Cl)c1ccc(F)cc1
  A = 0.6	B = 0.0	C = 3.6%	D = -0.1	E = 1.5	F = 11.6%	G = 0.6%	H = 10.9%	I = -3.3%

COc1ccc2c(C)cc(=O)oc2c1
  A = 14.1	B = 21.0	C = 3.1%	D = 0.0	E = -0.7	F = 10.4%	G = 6.0%	H = -7.0%	I = 3.3%

O=C(O)c1cc(-c2ccco2)[nH]n1
  A = 1.0	B = ?	C = -2.8%	D = -2.9	E = -12.5	F = -9.7%	G = -2.7%	H = -4.7%	I = -6.4%

CC1CCCCN1S(=O)(=O)c1ccc(S(=O)(=O)N2CCN(c3ccccc3)CC2)cc1 (stereo not given)
  A = 0.4	B = 0.6	C = -15.6%	D = -3.5	E = -2.0	F = 0.7%	G = -5.4%	H = 15.3%	I = 0.5%

CCNC(=O)CC1C(=O)N(c2ccc(C)cc2)C(=O)N1Cc1ccccn1 (stereo not given)
  A = -6.9	B = -23.4	C = 0.1%	D = -0.2	E = nt	F = 2.2%	G = -3.9%	H = -4.4%	I = -4.6%

CN(C)/C=N/c1[nH]ncc1C#N
  A = 4.2	B = 8.9	C = -0.6%	D = -0.4	E = -1.6	F = 9.6%	G = -0.4%	H = -11.1%	I = -15.3%

Cn1c(SCc2ccccc2)nnc1-c1ccco1
  A = -0.1	B = 9.9	C = -9.7%	D = 0.7	E = 1.3	F = 11.9%	G = 21.0%	H = -2.5%	I = -9.9%

COc1ccc(-c2ccc(=O)n(Cc3cccc(Cl)c3)n2)cc1
  A = 0.2	B = 2.2	C = 3.1%	D = -1.0	E = 13.8	F = ?	G = ?	H = 0.8%	I = -7.1%

Cc1ccc(NC(=O)c2cccc(S(=O)(=O)N(C)C3CCCCC3)c2)nc1
  A = -0.8	B = -13.8	C = -2.7%	D = -3.6	E = -2.5	F = ?	G = 0.2%	H = -9.1%	I = -5.2%

Cc1cc(C)cc(-n2ccnc2SCC(=O)Nc2ccccc2F)c1
  A = -8.8	B = nt	C = -2.1%	D = nt	E = nt	F = -27.9%	G = 6.3%	H = nt	I = nt

O=C1NCCN1CCNS(=O)(=O)c1ccc2ccccc2c1
  A = 5.5	B = 10.1	C = -18.4%	D = 1.5	E = nt	F = 5.8%	G = -8.7%	H = 5.3%	I = -2.4%

CCC(=O)N(C)/C=C1\Sc2ccccc2C1=O
  A = 4.2	B = -14.3	C = -18.9%	D = -2.5	E = 3.0	F = 1.0%	G = -37.1%[inhibitor]	H = -3.0%	I = -28.1%

Cc1c(Br)c([N+](=O)[O-])nn1CC(=O)NCc1ccccc1
  A = -7.8	B = -7.1	C = -3.8%	D = -3.6	E = ?	F = -16.9%	G = 1.1%	H = -1.0%	I = 11.9µM*

COc1ccc(N2CCN(C(=O)CCc3ccccc3)CC2)cc1
  A = -9.9	B = -8.2	C = 0.9%	D = -0.8	E = -0.1	F = -16.4%	G = -6.3%	H = -3.8%[57.1 µM]	I = -1.9%

COc1ccc(S(=O)(=O)N2CCCCCC2)cc1C(=O)N(C)CC(=O)Nc1cc(C)ccc1C
  A = -3.4	B = -1.3	C = -8.5%	D = 1.3	E = -0.8	F = -21.9%	G = 11.1%	H = -0.9%	I = -9.4%

CN(C)CCN(Cc1ccco1)C(=O)c1oc2ccccc2c1NC(=O)COc1ccccc1
  A = -16.3	B = -2.1	C = -7.7%	D = -3.2	E = -1.8	F = ?	G = 6.1%	H = -3.4%	I = ?

C=CC(=O)Nc1cccc(CN2C(=O)N(c3cc(OC)cc(OC)c3)Cc3cnc(NCCCCN(CC)CC)nc32)c1
  A = 0.0	B = 0.0	C = ?	D = -0.5	E = 1.2	F = 6.7%	G = -0.6%	H = 1.6%	I = -5.2%

COc1ccc(C(c2nnnn2C2CCCC2)N2CCC(C(N)=O)CC2)c(OC)c1 (stereo not given)
  A = -5.6	B = 6.4	C = -4.3%	D = 0.2	E = 9.3	F = 3.3%	G = 10.5%	H = 4.7%	I = -7.3%

O=C(NCN1C(=O)C2C3C=CC(C3)C2C1=O)OC1CCCCC1 (stereo not given)
  A = -2.4	B = -24.5	C = -5.0%	D = 0.7	E = -1.7	F = 0.9%	G = -0.1%	H = 0.7%	I = 0.9%

O=C(Nc1cccc(S(=O)(=O)NC2=NCCC2)c1)c1ccc(F)cc1F
  A = 10.0	B = 5.0	C = -2.1%	D = -1.6	E = -1.6	F = -10.5%	G = ?	H = 1.1%	I = -2.1%

CCOc1ccccc1CNC(=O)CCCn1ncn2c(cc3occc32)c1=O
  A = 4.7&5.5	B = -6.2	C = 3.2%&1.9%	D = -0.7	E = -0.4	F = -17.9%&-5.3%	G = 7.1%	H = -11.1%	I = -4.4%

CCOc1ccccc1-c1nnc(SCC(=O)NC2CC2)n1CC
  A = 0.3	B = 3.0	C = -2.8%	D = -1.0	E = 6.7	F = 11.9%	G = 5.5%	H = -2.7%	I = 4.1%

CSc1ccc(C2CC(=O)Nc3nc(SC)[nH]c(=O)c32)cc1 (stereo not given)
  A = 3.3	B = 1.4	C = 5.0%	D = -0.3	E = -0.3	F = 25.6%	G = 5.4%	H = -3.8%	I = 2.6%

CSc1ccc(/C=N/NC(=O)CN2CCN(Cc3ccccc3Cl)CC2)cc1
  A = -0.5	B = 10.7	C = -11.3%	D = 1.2	E = 11.5	F = ?	G = -1.1%	H = -2.4%	I = -2.0%

COc1ccc(C(=O)OCC(=O)c2ccc[nH]2)c(OC)c1
  A = 9.4	B = 2.5	C = -0.8%	D = -0.3	E = 0.5	F = 1.1%	G = 20.5%	H = 13.3%	I = -7.7%

O=C(NNC1=NCCC1)c1cccc(S(=O)(=O)N2CCCCC2)c1
  A = 1.1	B = 0.4	C = -1.9%	D = 0.5	E = -1.6	F = 19.6%	G = 5.2%	H = 0.8%	I = -0.9%

O=C(NCc1cccnc1)c1ccc(CS(=O)(=O)c2ccc(Br)cc2)o1
  A = 5.2	B = 5.1	C = 2.0%	D = -2.7	E = -3.8	F = 3.3%	G = -1.5%	H = 5.5%	I = 1.0%

Cc1cc(C(=O)N2CCCC(N3CCN(c4cccc(C(F)(F)F)c4)CC3)C2)c(C)o1 (stereo not given)
  A = -3.9	B = 6.0	C = -25.0%	D = -5.0	E = 1.3	F = ?	G = -1.9%	H = 11.3%	I = -1.9%

Arranged by formula weight (ascending): some entries from above
Abbreviations – A = D3 ag; B = D3 antag; C = GLP1R cytotox; D = IL2 activator; E = PI5P4K alpha inh; F = GLP1R inv ag; G = GLP1R ag; H = WRN helicase inh; I = PLK1 PBD block
CCC(=O)N(C)/C=C1\Sc2ccccc2C1=O
  A = 4.2	B = -14.3	C = -18.9%	D = -2.5	E = 3.0	F = 1.0%	G = -37.1%[inhibitor]	H = -3.0%	I = -28.1%

O=C(Cn1nc(Cl)nc1Cl)c1ccc(F)cc1
  A = 0.6	B = 0.0	C = 3.6%	D = -0.1	E = 1.5	F = 11.6%	G = 0.6%	H = 10.9%	I = -3.3%

CSc1ccc(C2CC(=O)Nc3nc(SC)[nH]c(=O)c32)cc1 (stereo not given)
  A = 3.3	B = 1.4	C = 5.0%	D = -0.3	E = -0.3	F = 25.6%	G = 5.4%	H = -3.8%	I = 2.6%

Cc1cc(C)cc(-n2ccnc2SCC(=O)Nc2ccccc2F)c1
  A = -8.8	B = nt	C = -2.1%	D = nt	E = nt	F = -27.9%	G = 6.3%	H = nt	I = nt

Cc1ccc(NC(=O)c2cccc(S(=O)(=O)N(C)C3CCCCC3)c2)nc1
  A = -0.8	B = -13.8	C = -2.7%	D = -3.6	E = -2.5	F = ?	G = 0.2%	H = -9.1%	I = -5.2%

CN(C)CCN(Cc1ccco1)C(=O)c1oc2ccccc2c1NC(=O)COc1ccccc1
  A = -16.3	B = -2.1	C = -7.7%	D = -3.2	E = -1.8	F = ?	G = 6.1%	H = -3.4%	I = ?

CC1CCCCN1S(=O)(=O)c1ccc(S(=O)(=O)N2CCN(c3ccccc3)CC2)cc1 (stereo not given)
  A = 0.4	B = 0.6	C = -15.6%	D = -3.5	E = -2.0	F = 0.7%	G = -5.4%	H = 15.3%	I = 0.5%

C=CC(=O)Nc1cccc(CN2C(=O)N(c3cc(OC)cc(OC)c3)Cc3cnc(NCCCCN(CC)CC)nc32)c1
  A = 0.0	B = 0.0	C = ?	D = -0.5	E = 1.2	F = 6.7%	G = -0.6%	H = 1.6%	I = -5.2%
